From PubChem BioAssay
KCNH2 WT inh = blocks the wildtype human KCNH2 potassium channel | activity change, % at 1.84 µM | 340,000 tested, 0.37% active | AID 720551 | Q12809 | U2OS, BacMam KCNH2, thallium flux FluxOr; hits give low values;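 active = maximum activity change below -70%; inconclusive = maximum activity change between -70% and -50%; inactive = maximum activity change above -50%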; note: % is set by controls: 0 for no effect and ±100 for the full control effect
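U2OS cells transduced with wild-type KCNH2 virus are loaded with FluxOr dye for 45 min, and thallium flux is measured in kinetic reads before and after stimulation buffer. Rate constants are normalized to DMSO controls.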
TRPV1 agonist = activates the human vanilloid receptor TRPV1; TRPV1-expressing cells, Fluo-8 calcium influx, agonist mode; activation, % at 8.33 µM; 320,000 tested, 0.19% active; AID 540275; in the data active = activation above about 80%; inconclusive = between about 30% and that limit; note: 0% is about no effect
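Fluo-8 calcium influx in TRPV1-expressing cells, kinetic read (ex 480/em 520 nm). Compound added and read 3 min for agonist activity, followed by capsaicin at EC20 final and 2 min further read for enhancement.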
MLL CXXC-DNA inh = MLL CXXC-DNA interaction inhibition | Q03164 | MLL-CXXC / FITC-HOXA9 DNA fluorescence polarization | Potency, µM (highest dose often 115 µM), inactives show at the top dose activity change, negative = inhibition, hits mostly inhibitors | 290,000 tested, 0.037% active | AID 2662; active = well fitted inhibition curve with a large enough effect in the polarisation, with a control signal flat, not every such curve was filed as active; inconclusive = small, poorly fitted or top-dose-only effect, or effect the other way, or a change in a side signal; inactive = no such curve, though single readings can be large or run the other way; the % refers to the polarisation; note: potency is the fitted concentration of half-maximal effect
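Fluorescence polarization: 7 uM MLL-CXXC (stock) preincubated 5 min with compounds, then 50 nM fluorescein-HOX-A9 DNA (stock) added; 30 min ambient. Buffer 50 mM Tris-HCl pH 7.5, 50 mM NaCl, 1 mM DTT, 0.05% BSA.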
FBPA coupling cs = counter-screen for Giardia aldolase inhibitors: coupling enzyme system; 290,000 tested, 0.67% active; activity change, negative = inhibition, % at 58.2 µM, hits read low; coupling enzyme system counterscreen, AmpLite Red fluorescence; in the data active = activity change below about -30%; note: % is set by controls: 0 for no effect and ±100 for the full control effect
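First, compound is pin-transferred into glyceraldehyde-3-phosphate coupling-enzyme reagent at 57.5 uM final and held 10 min at RT. Next, substrate, coupling system and AmpLite Red are added. After 20 min RT, fluorescence (525/598 nm) is read.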
KCNH2 3.1 block = inhibitors of human KCNH2 3.1 potassium channel isoform; U2OS KCNH2 3.1, thallium flux FluxOr; hits give low values; activity change, % (tested at about 1.8 µM); 340,000 tested, 0.95% active; AID 720553;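 active = maximum activity change below -70%; inconclusive = maximum activity change from -70% to -50%; inactive = maximum activity change above -50%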;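 note: thallium influx rate constant from kinetic fluorescence after stimulation buffer; % is set by controls: 0 for no effect and ±100 for the full control effect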
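Thallium flux via FluxOr fluorescence (Red40 quencher, 45 min loading) in U2OS cells virally expressing the KCNH2 3.1 isoform (1.77 x 10^8 /mL virus, overnight at 37 C). Rate constants from 2-min kinetic reads post-stimulation, normalised to positive and negative controls.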
PKM2 activator = activators of human pyruvate kinase M2; P14618; AID 1631; purified PKM2, Kinase-Glo ATP luminescence, activation; response scale: 0% is enzyme alone, no compound; 260,000 tested, 0.34% active; Potency, µM (series often up to 57.5 µM), for inactives: at the highest dose activation, usual class: activators; note: potency is the fitted concentration of half-maximal effect; % is set by controls: 0 for no effect and ±100 for the full control effect; nearly all actives have a fitted effect of over 55% in size
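Purified hPK-M2 (>95%) run at intermediate activity with 0.1 mM ADP and 0.5 mM PEP in 50 mM imidazole pH 7.2, KCl, MgCl2; 1 h room temperature. ATP formed read by Kinase-Glo luminescence; normalized to uninhibited and no-enzyme controls.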
Menin-MLL TR inh = menin-MLL binding inhibition, Texas Red mutant peptide; Menin + Texas Red MLL mutant peptide, fluorescence polarization; Potency, µM (doses to about 61.6 µM), for inactives: at the highest dose FP activity change, negative = inhibition, most hits filed as inhibitors; 270,000 tested, 0.23% active; AID 1768; active = well fitted inhibition curve with a large enough effect in the polarisation, with a control signal flat, not every such curve was filed as active; inconclusive = small, poorly fitted or top-dose-only effect, or effect the other way, or a change in a side signal; inactive = no such curve, though single readings can be large or run the other way; the % refers to the polarisation; note: potency is the fitted concentration of half-maximal effect; % of control where 0% means no effect; many of its hits are not listed in these tables
B2AR arrestin = recruits beta-arrestin to the human beta2-adrenergic receptor. AID 492947. P07550. 330,000 tested, 0.02% active. beta-arrestin recruitment to beta2AR, cell-based reporter. Potency, µM (series often up to 46.1 µM), without a hit: at the top dose activation, actives largely listed as activators;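 note: potency is the fitted concentration of half-maximal effect; 0% = DMSO controls and full agonism = EC100 isoproterenol or metaproterenol; nearly all actives have a fitted effect of over 65% in size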
Target sequence (P07550 whole entry, looked up): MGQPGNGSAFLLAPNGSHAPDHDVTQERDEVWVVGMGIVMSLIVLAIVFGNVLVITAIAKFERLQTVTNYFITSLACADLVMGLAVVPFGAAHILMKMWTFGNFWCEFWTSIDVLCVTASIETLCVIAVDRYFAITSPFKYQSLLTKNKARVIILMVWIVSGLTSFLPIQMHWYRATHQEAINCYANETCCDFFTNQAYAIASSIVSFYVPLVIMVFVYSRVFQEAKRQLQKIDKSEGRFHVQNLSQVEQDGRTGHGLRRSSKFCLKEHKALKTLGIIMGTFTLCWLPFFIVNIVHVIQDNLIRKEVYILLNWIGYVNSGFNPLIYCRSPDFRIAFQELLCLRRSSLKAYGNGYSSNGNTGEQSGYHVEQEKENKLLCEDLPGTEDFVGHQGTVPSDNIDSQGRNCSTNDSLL
Giardia killer = kills Giardia lamblia. Giardia lamblia trophozoite viability. activity change, % at 7.66 µM, hits read low. 340,000 tested, 0.15% active; in the data active = activity change below about -80%; inconclusive = between about -30% and that limit;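 note: parasites exposed to compound for two days anaerobically before the ATP read; % is set by controls: 0 for no effect and ±100 for the full control effect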
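Trophozoite viability was measured as ATP-dependent luminescence, read 15-30 min after reagent addition. Before that, parasites at 100 cells/well were exposed to compounds for 48 h, anaerobically, at 37 deg C.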
GALK inhibitor = blocks human galactokinase activity. P51570. Purified GALK, Kinase-Glo residual ATP luminescence. Potency, µM (doses to about 57.5 µM), without a hit: at the top dose activity change, negative = inhibition, hits mostly inhibitors. 270,000 tested, 0.007% active. AID 1868; note: potency is the fitted concentration of half-maximal effect; % is set by controls: 0 for no effect and ±100 for the full control effect
Target sequence (P51570 whole entry, looked up): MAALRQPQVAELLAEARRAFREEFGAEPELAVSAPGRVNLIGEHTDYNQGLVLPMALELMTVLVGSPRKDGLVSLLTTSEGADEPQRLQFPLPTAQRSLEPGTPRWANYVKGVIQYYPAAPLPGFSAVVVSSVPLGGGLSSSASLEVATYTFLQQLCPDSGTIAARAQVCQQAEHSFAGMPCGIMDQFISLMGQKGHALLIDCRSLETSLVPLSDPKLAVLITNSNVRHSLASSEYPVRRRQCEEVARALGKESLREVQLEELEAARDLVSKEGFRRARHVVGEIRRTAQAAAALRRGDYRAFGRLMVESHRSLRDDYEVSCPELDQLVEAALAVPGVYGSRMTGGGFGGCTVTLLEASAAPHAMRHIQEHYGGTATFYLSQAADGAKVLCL
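The enzyme phosphorylates galactose (100 uM) using ATP (35 uM); inhibition is detected as higher residual ATP, quantified by bioluminescence after 1 h reaction at room temperature, pH 8.0.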
USP2a inh = blocks human ubiquitin-specific protease USP2a; USP2 core, Ub-CHOP2 coupled fluorogenic reporter, 485/531; Potency, µM (top dose mostly 38.3 µM), without a hit: top-dose activity change, negative = inhibition, hits mostly inhibitors; 330,000 tested, 0.01% active;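 note: potency is the fitted concentration of half-maximal effect; plate controls were DMSO wells for no effect and full inhibition by NEM control for full effect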
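Deubiquitinase activity read as fluorescence (485/531 nm) after Ub-CHOP2 cleavage activates the enterokinase reporter on its substrate; USP2 core 10nM, Ub-CHOP2 and substrate 25nM each, 30min compound preincubation then 60min RT; data normalized to NEM, curves fitted.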
* = called active by the depositor; ? = inconclusive; . = no result given; [ ] = remark or other dose. Unless noted, calls come from the whole dose curve; as a rule, active = well fitted curve in the direction sought with a large enough effect; inconclusive = small, poorly fitted or top-dose-only effect, or another doubt; inactive = no such curve, though single readings can be large; an effect the other way counts as inactive or inconclusive.

1	Cc1noc(C)c1C(=O)Nc1nc(-c2ccc([N+](=O)[O-])cc2)cs1
2	ONC(=Nc1ccccc1)c1ccc(Cl)cc1
3	CC(C)N(Cc1ccccc1)S(=O)(=O)N(C)C
4	Cc1cc(Nc2ccc(C)c(F)c2)n2ncnc2n1
5	CCC(C)(C)n1nnnc1CN1CCSCC1
6	COC(=O)[C@]1(C)N[C@H](c2ccc(-c3cccc(Cl)c3)cc2)[C@@H]2C(=O)N(C)C(=O)[C@@H]21
7	CN(CCCNC(=O)Cn1cc2c(n1)CCCC2)C1CCCCC1
8	O=C(NCCc1ccccc1)c1ccc(-c2ccccc2C(F)(F)F)o1

Screen / compound no.,1,2,3,4,5,6,7,8
KCNH2 WT inh,0,-2,8,8,-10,1,10,1
TRPV1 agonist,0,4,-3,-1,2,.,2,19
MLL CXXC-DNA inh,15%,-4%,-3%,1%,-4%,.,0%,5%
FBPA coupling cs,.,0,1,-1,0,.,0,-2
KCNH2 3.1 block,-11,2,8,5,5,11,0,-214*
PKM2 activator,-8%,1%,5%,-6%,5%,.,6%,-1%
Menin-MLL TR inh,.,2%,19%,6%,-24%,.,-4%,11%
B2AR arrestin,-0.8%,-0.3%,0.1%,-0.3%,-0.2%,0.1%,0.0%,-1.5%
Giardia killer,9,2,15,-2,-3,7,2,1
GALK inhibitor,-4%,0%,0%,16%,-3%,.,1%,.
USP2a inh,-2%,3%,-2%,1%,-2%,3%,3%,2%

Quoted at random: three compounds from above.
3	CC(C)N(Cc1ccccc1)S(=O)(=O)N(C)C
5	CCC(C)(C)n1nnnc1CN1CCSCC1
8	O=C(NCCc1ccccc1)c1ccc(-c2ccccc2C(F)(F)F)o1

Screen / compound no.,3,5,8
KCNH2 WT inh,8,-10,1
TRPV1 agonist,-3,2,19
MLL CXXC-DNA inh,-3%,-4%,5%
FBPA coupling cs,1,0,-2
KCNH2 3.1 block,8,5,-214*
PKM2 activator,5%,5%,-1%
Menin-MLL TR inh,19%,-24%,11%
B2AR arrestin,0.1%,-0.2%,-1.5%
Giardia killer,15,-3,1
GALK inhibitor,0%,-3%,.
USP2a inh,-2%,-2%,2%

Other entries.
9	O=C(CCCN1C(=O)S/C(=C/c2ccccc2)C1=S)Nc1ccc(C(=O)O)cc1
10	O=C(CSc1nnc(Cc2ccccc2)n1-c1ccccc1)N1CCOCC1
11	CCC(OC(=O)c1nsc(Cl)c1Cl)C(=O)NCCOC (stereo not given)
12	CC(C)NC(=O)CN(C(=O)CCC(=O)Nc1nccs1)c1ccc2c(c1)OCO2
13	O=c1[nH]c(SCCOc2ccccc2F)nc2ccccc12
14	Cc1n[nH]c(C)c1-c1nc2ccccc2[nH]1
15	Cc1ccc2c(C)nc(SC(C(=O)c3ccccc3)c3ccccc3)nc2c1 (stereo not given)
16	CC(C)=CC1C(C(=O)Nc2ccc(Br)cn2)C1(C)C (stereo not given)

Screen / compound no.,9,10,11,12,13,14,15,16
KCNH2 WT inh,0,-31,9,-1,4,0,-10,-8
TRPV1 agonist,-3,0,-1,2,1,-3,-1,-7
MLL CXXC-DNA inh,20%,0%,-8%,5%,-5%,4%,7%,-3%
FBPA coupling cs,7,0,1,0,0,2,5,-1
KCNH2 3.1 block,-14,-2,1,3,-7,-2,-29,22
PKM2 activator,-6%,-4%,4%,.,12%,0%,4%,4%
Menin-MLL TR inh,?,-9%,2%,.,4%,1%,-12%,29%
B2AR arrestin,-1.0%,-1.1%,0.2%,-0.7%,-0.9%,-0.2%,-0.5%,0.1%
Giardia killer,6,-7,-9,14,-22,-11,-9,7
GALK inhibitor,-5%,3%,-1%,6%,1%,-1%,0%,0%
USP2a inh,1%,-1%,6%,2%,-2%,2%,4%,1%

17	C=C(C)COc1ccc2c(C)c(CC(=O)OC)c(=O)oc2c1C
18	Cc1cc(C)cc(NC(=O)c2ccc(CN3CCc4ccccc4C3)cc2)c1
19	CCOc1cccc2sc(N(CCN(C)C)C(=O)c3cc4ccccc4cc3OC)nc12
20	CCOc1ccc(CCNC(=O)c2cccc(S(=O)(=O)N3CCCCC3)c2)cc1OCC
21	C/C(=N\O)C(C)NC(=O)c1ccccc1 (stereo not given)
22	Cc1ccc(C(=O)N/N=C(/CC(=O)c2cccs2)C(F)(F)F)cc1
23	Cc1ccccc1-n1nnnc1SCC(=O)Nc1ccc(N2CCN(C)CC2)cc1
24	CCOC(=O)C1=C(C)N(CCCC(=O)O)C(=O)NC1c1ccc(OC)cc1 (stereo not given)

Screen / compound no.,17,18,19,20,21,22,23,24
KCNH2 WT inh,3,22,-17,-2,1,-6,16,-6
TRPV1 agonist,?,2,1,21,-3,7,5,6
MLL CXXC-DNA inh,-1%,14%,16%,.,3%,7%,10%,4%
FBPA coupling cs,2,2,-5,.,1,6,3,7
KCNH2 3.1 block,20,-20,-79*,7,18,2,-4,27
PKM2 activator,6%,-6%[11.5 µM],0%,.,5%,-11%,3%,-6%
Menin-MLL TR inh,2%,8%,?,.,-2%,?,-2%,-13%
B2AR arrestin,14%,-0.3%,-0.2%,-0.5%,-0.3%,-0.3%,0.2%,-0.7%
Giardia killer,-14,-7,0,-12,-6,8,11,41[activator]
GALK inhibitor,-2%,-4%,5%,.,-3%,-5%,-1%,.
USP2a inh,-8%,0%,-15%,1%,-2%,4%,1%,0%

25	COc1ccc(CCNC(=O)CSc2cn(Cc3ccccc3)c3ccccc23)cc1OC
26	CCc1ccccc1NC(=S)N(CCCN1CCN(C)CC1)Cc1cccs1
27	COc1ccccc1N1CCN(C(=O)CSc2ncccc2-c2nc3ccccc3[nH]2)CC1
28	CN(CC(=O)Nc1cccc(F)c1)C(=O)Cn1c(=O)oc2ccccc21
29	COc1ccc(Cn2nnnc2C(c2ccc(N(C)C)cc2)N2CCC(C)CC2)cc1 (stereo not given)
30	CC(C)c1cc(=O)oc2c3c4c(cc12)CCCN4CCC3
31	CC(NC(=O)c1cccc(C(F)(F)F)c1)C1CCCO1 (stereo not given)
32	C=CCOc1ccc(/C=C/C(=O)OCC(=O)NCc2ccco2)cc1
33	NC(C(=O)O)C1CC(Cl)=NO1 (stereo not given)
34	CN1CCCN(C(=O)c2ccc(Br)cc2)CC1
35	CC(C)Oc1ccc(C2CC(=O)N(c3ccc(N(C)C)cc3)C2=O)cc1 (stereo not given)

Screen / compound no.,25,26,27,28,29,30,31,32,33,34,35
KCNH2 WT inh,4,4,11,-4,-1,-5,-10,3,.,0,7
TRPV1 agonist,6,0,0,2,27,24,0,28,0,-1,6
MLL CXXC-DNA inh,-1%,8%,10%,.,7%,?,2%,.,11%,-7%,0%
FBPA coupling cs,-1,-2,3,.,0,-3,2,.,0,4,-2
KCNH2 3.1 block,-7,7,-6,13,-2,-42,-8,-17,.,-3,6
PKM2 activator,4%,1%,0%,.,0%,14%,11%,.,-2%,-2%[11.5 µM],7%
Menin-MLL TR inh,?,-12%,5%,.,-3%,-27%,41%[activator],.,5%,11%,8%
B2AR arrestin,-0.5%,0.0%,-1.3%,-0.2%,-0.1%,-0.7%,-0.1%,-0.1%,-0.1%,0.2%,-0.1%
Giardia killer,-26,4,9,-7,2,11,3,11,.,4,-9
GALK inhibitor,.,0%,4%,.,-2%,2%,-1%,.,.,8%,0%
USP2a inh,1%,-2%,-1%,2%,2%,15%,4%,0%,2%,2%,0%

The list is partial; rates above refer to the full screens.
